Compound activity from PubChem BioAssay.
UTI89 phage lysis = inhibition of K1F phage lysis, E. coli UTI89, bacterial capsule biogenesis inhibitors, alamar blue (AID 488966) | one-dose inhibition, % at 100 µM; IC50 in µM for titrated hits | E. coli UTI89 K1F phage lysis, alamar blue, 2 h; higher % means a stronger effect | hit rate 0.02% among 340,000;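 active means phage lysis inhibition, versus mean bacterial control, above a set limit; inconclusive means no clear call, values can overlap the other calls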;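 further: capsule biogenesis inhibitors block K1F phage lysis so surviving cells raise fluorescence; higher fluorescence means more inhibition of phage lysis; actives were called in the ten point dose series up to 300 µM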
LYP inhibition = inhibitors of LYP phosphatase, biochemical, fluorescence intensity, uHTS (AID 1779); inhibition, % at 11.5 µM; hits with a dose series show IC50 in µM; hit rate 0.054% among 290,000; recombinant LYP phosphatase, fluorescence intensity; higher % means a stronger effect; in the data active means inhibition above about 50%;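 further: plate controls were vehicle with enzyme for no effect and no enzyme for full effect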
NTR1 agonist = NTR1-driven beta-arrestin-GFP spot formation – imaging, U2OS cells, high content, primary screen (AID 493036); agonist mode; activation, % at 20 µM; hit rate 0.17% among 330,000;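 active means activation at or above 40% of the spot to cytoplasm intensity ratio, with at least 20 cells analyzed; inconclusive means wells under 20 cells, flagged as cytotoxic or low count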;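 further: 0% = DMSO without peptide and 100% = 100 nM NTR1 peptide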
Target sequence (P30989 whole entry, looked up): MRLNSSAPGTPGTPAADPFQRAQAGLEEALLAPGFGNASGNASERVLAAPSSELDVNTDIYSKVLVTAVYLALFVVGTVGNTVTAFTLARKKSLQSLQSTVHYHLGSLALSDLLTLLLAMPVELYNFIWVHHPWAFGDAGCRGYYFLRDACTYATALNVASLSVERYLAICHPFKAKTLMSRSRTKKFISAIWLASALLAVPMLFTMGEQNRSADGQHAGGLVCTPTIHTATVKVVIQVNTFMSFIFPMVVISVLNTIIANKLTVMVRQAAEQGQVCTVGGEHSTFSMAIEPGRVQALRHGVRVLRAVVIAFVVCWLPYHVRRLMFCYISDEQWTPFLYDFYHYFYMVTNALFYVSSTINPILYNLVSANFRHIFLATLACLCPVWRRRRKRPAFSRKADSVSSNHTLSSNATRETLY
Autophagy mod = autophagy modulation, high-content screen; MEF GFP-LC3 puncta imaging; test concentration mostly 10 µM; calls only at 10 µM (by protocol); hit rate 0.98% among 190,000;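 active means percentage of spot-positive cells more than 3 SD above its plate mean, without a fluorescence outlier flag or 80% toxicity; inconclusive means no clear call, values can overlap the other calls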;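 further: spot-positive cell cutoff set from DMSO-treated cells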
NS5 inhibitors = flavivirus cap methylation enzyme inhibition – biochemical, confirmation dose response, primary screen (AID 588689). hit rate 0.3% among 340,000. Dengue-2 NS5 methyltransferase capping enzyme assay, biochemical; higher % means a stronger effect. inhibition, % at 25 µM; hits with a dose series show IC50 in µM; in the data active means a potency from the dose series; inconclusive means inhibition above about 29% without an active follow-up result
RSV CPE inhibition = inhibition of RSV-induced cytopathic effect – HEp-2 cells, primary 10 µM value included (AID 2391). hit rate 0.13% among 310,000. one-dose CPE inhibition, % at 10 µM; IC50 in µM for titrated hits. HEp-2 cells, RSV-induced CPE inhibition; higher % means a stronger effect; in the data active means a potency from the dose series; inconclusive means CPE inhibition mostly from about 23% at the one dose, without a potency; inactive means the rest, 99 in 100 with CPE inhibition below about 21%; further: strong numbers were not always called active
GPR35 arrestin U2OS = inhibition of zaprinast-stimulated GPR35 beta-arrestin translocation – imaging, U2OS, beta-arrestin-GFP, zaprinast agonist, primary screen (AID 2058) | inhibition, % at 10 µM; hits with a dose series show IC50 in µM | U2OS GPR35 beta-arrestin-GFP translocation imaging, zaprinast antagonism; higher % means a stronger effect | hit rate 0.052% among 290,000;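 active means inhibition of at least 50% with at least 30 cells and total cytoplasm GFP at most 10,000,000; inconclusive means under 30 cells or total GFP of 10,000,000 plus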
AID2073 = disruptors of CaV2.2 binding to Mint1 – biochemical, HTRF (AID 2073) | hit rate 0.19% among 290,000 | HTRF protein-protein interaction, Mint1-CaV2.2; higher % means a stronger effect | one-dose inhibition, % at 20 µM; IC50 in µM for titrated hits; in the data active means inhibition mostly above about 51%, no sharp cut-off; inconclusive means no clear call, values can overlap the other calls; inactive means mostly below about 53%; further: some results filed as inactive read as strong as hits
WT yeast gro inh = growth inhibition of WT yeast, mitochondrial fusion screen. hit rate 2.1% among 190,000. inhibition, % at 10 µM. mitochondrial fusion phenotypic screen, WT strain; in the data active means inhibition above about 58%; tested in S. cerevisiae
WT yeast gro inh mutant strain = recorded beside WT yeast gro inh, whose call it bears; inhibition, %; mitochondrial fusion phenotypic screen, mutant strain inhibition
Autophagy mod cell loss 18 h = further read-out of Autophagy mod, marked with its call; toxicity, %; measured here: cell loss, nuclei count;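 cell loss after 18 h compound exposure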
NTR1 agonist cell count 20 µM = also measured in NTR1 agonist; calls as there; cell count; measured here: cell count, cytotoxicity flag
NS5 inhibitors pilot replicate = recorded beside NS5 inhibitors, whose call it bears; inhibition, %; measured here: pilot screen replicate inhibition
Numbers without * were called inactive; i = inactive; u = inconclusive; x = no result given; + = active, no number; [ ] = dose if it differs, or a comment.

SMILES | UTI89 phage lysis | LYP inhibition | NTR1 agonist | NTR1 agonist cell count 20 µM | Autophagy mod | Autophagy mod cell loss 18 h | NS5 inhibitors | RSV CPE inhibition | GPR35 arrestin U2OS | AID2073 | WT yeast gro inh | WT yeast gro inh mutant strain | others
COc1ccc(/C=C/C2=NC(=C\N(C)C)/C(=O)O2)cc1 | 13.2% | 8.5% | 3.4 | 43 | i | 14.2 | -3.3% | 1.5% | -2.3% | 3.3% | -1.6 | -7.7
COC(=O)c1ccc(COC(=O)c2ccc(CO)cc2)o1 | 0.1% | -9.3% | -0.6 | 88 | i | -2.1 | -12.7% | 2.1% | 3.5% | 3.1% | -13.9 | -2.3
Oc1ccccc1-c1nnc(COc2ccccc2)o1 | -1.4% | -3.3% | 2.9 | 63 | i | 2.3 | -5.8% | 3.8% | 11.7% | 5.1% | 12.2 | 11.7
CC(C)(C)OC(=O)[C@H](NC(=O)OCc1ccccc1)c1ccccc1 | -1.6% | x | -0.1 | 58 | x | x | -2.4% | -0.1% | x | x | x | x
CCc1ccc2[nH]cc(S(=O)(=O)c3ccc(C)c(C)c3)c(=O)c2c1 | 0.1% | -6.0% | 1.4 | 84 | x | x | -3.2% | 16.5% | -14.1% | 16.4% | x | x
COc1ccc(C(=O)NNC2=NC(C)(C)Cc3ccccc32)cc1 | 4.9% | -6.5% | 0.3 | 54 | i | -1.6 | -2.9% | 1.0% | -7.7% | 2.0% | 3.6 | 5.7
Cc1ccc(S(=O)(=O)Nc2cccc(C(=O)NCCCN3CCOCC3)c2)cc1F | 1.4%[50 µM] | x | -0.4 | 64 | x | x | -9.4% | -0.6% | x | x | x | x
CCOC(=O)C1=C(C)N=c2s/c(=C\c3cccn3C)c(=O)n2C1c1cccc(OC)c1OC (centres undefined) | 1.5% | 11.6% | 1.7 | 43 | i | -10.6 | u | 2.0% | 4.1% | 8.8% | 16.8 | -4.9
CCCOC(=O)C1=C(C)NC(=O)NC1c1cccc2ccccc12 (centres undefined) | 0.3% | -5.6% | 1.7 | 66 | x | x | -14.1% | 1.4% | -5.0% | 7.8% | x | x
CC(C)Nc1nc(NC(C)C)nc(C(=O)OCCO)n1 | i | 1.8% | 1.6 | 98 | i | 9.4 | -2.8% | 0.4% | -19.0% | -2.0% | -1.6 | -12.0
CC(C)(C)NC(=O)COc1ccc(CNn2nnnc2N)cc1 | 0.2% | -3.7% | -0.1 | 102 | i | 20.8 | -3.2% | 0.0% | -0.4% | -9.9% | 10.2 | 16.7
FC(F)(F)c1ccccc1NC(=S)N1CCN(Cc2ccc3c(c2)OCO3)CC1 | -0.3% | 0.8% | 0.3 | 56 | i | -11.1 | -8.7% | 1.0% | -9.8% | -33.8% | 22.8 | 15.4
CN(CC(=O)Nc1cccc(F)c1)C(=O)c1cn(-c2ccccc2)nc1-c1ccc(Cl)cc1 | 3.9% | x | 9.2 | 60 | x | x | -2.2% | -1.8% | x | x | x | x
N#CC1=C(N)Oc2c(sc3ccccc23)C1c1ccco1 (centres undefined) | -0.5% | 0.0% | -0.6 | 66 | i | -1.6 | x | 7.1% | -2.2% | 10.5% | 3.6 | 14.6
CCOC(=O)C1CCCN(S(=O)(=O)Cc2ccccc2)C1 (centres undefined) | 6.8% | 0.6% | -0.9 | 68 | i | 20.5 | -2.1% | 0.4% | -15.5% | -14.7% | -16.9 | -8.1
Nc1ncnc2c1CCC2 | 0.2% | -11.6% | -0.8 | 39 | i | -23.3 | 5.4% | 0.7% | 3.7% | 37.3% | 17.1 | 23.2
Cc1ccc(OCc2nc(-c3ccc(-n4cccc4)cc3)no2)cc1C | 0.7% | -5.9% | -0.1 | 93 | i | 8.8 | -4.9% | 1.2% | 17.7% | 2.0% | -11.6 | -13.5
COc1ccccc1C(=O)N(Cc1cccs1)C1CCS(=O)(=O)C1 (centres undefined) | 1.0% | -10.4% | 5.1 | 58 | i | 37.4 | 1.6% | 1.8% | 8.0% | -5.1% | 13.7 | 17.1
COc1ccc(C(CNC(=O)COc2cc(C)ccc2Cl)N2CCCCC2)cc1 (centres undefined) | 0.7%[50 µM] | x | 7.9 | 54 | x | x | -2.2% | 1.2% | x | x | x | x
Cc1ccc(N=C2C(=O)Nc3ccccc32)c(C)c1 | 0.9% | -3.9% | 1.9 | 45 | x | x | -3.9% | 4.6% | 11.9% | 13.4% | x | x
CC1(C)CC(=O)C(N=Nc2ccc(-c3ccccc3)cc2)=C(O)C1 | 0.1% | -10.7% | 1.3 | 38 | i | -3.1 | -31.0% | 1.2% | -4.3% | 5.6% | 7.2 | -21.9
Cc1ccc(C(C)C)c(OCCn2ccnc2C)c1 | 0.4% | -7.2% | -0.2 | 69 | x | x | -6.8% | -0.1% | -7.0% | 3.0% | x | x
CSc1nnc(-c2ccccc2)n1N | 0.4% | -5.2% | x | x | i | 11.2 | 1.1% | x | 7.8% | 6.1% | -13.0 | 13.7
O=S(=O)(N/N=C\c1cccnc1)c1ccccc1 | 1.0%[50 µM] | -8.2% | -0.5 | 86 | i | -1.7 | -4.5% | 0.9% | -7.7% | -12.8% | 8.3 | 4.0

Arranged by SMILES length (rising): four of the compounds above
SMILES | UTI89 phage lysis | LYP inhibition | NTR1 agonist | NTR1 agonist cell count 20 µM | Autophagy mod | Autophagy mod cell loss 18 h | NS5 inhibitors | RSV CPE inhibition | GPR35 arrestin U2OS | AID2073 | WT yeast gro inh | WT yeast gro inh mutant strain | others
Nc1ncnc2c1CCC2 | 0.2% | -11.6% | -0.8 | 39 | i | -23.3 | 5.4% | 0.7% | 3.7% | 37.3% | 17.1 | 23.2
CC(C)(C)NC(=O)COc1ccc(CNn2nnnc2N)cc1 | 0.2% | -3.7% | -0.1 | 102 | i | 20.8 | -3.2% | 0.0% | -0.4% | -9.9% | 10.2 | 16.7
CCCOC(=O)C1=C(C)NC(=O)NC1c1cccc2ccccc12 (centres undefined) | 0.3% | -5.6% | 1.7 | 66 | x | x | -14.1% | 1.4% | -5.0% | 7.8% | x | x
CN(CC(=O)Nc1cccc(F)c1)C(=O)c1cn(-c2ccccc2)nc1-c1ccc(Cl)cc1 | 3.9% | x | 9.2 | 60 | x | x | -2.2% | -1.8% | x | x | x | x

Remaining list, next part:
SMILES | UTI89 phage lysis | LYP inhibition | NTR1 agonist | NTR1 agonist cell count 20 µM | Autophagy mod | Autophagy mod cell loss 18 h | NS5 inhibitors | RSV CPE inhibition | GPR35 arrestin U2OS | AID2073 | WT yeast gro inh | WT yeast gro inh mutant strain | others
O=C(NNC(=S)Nc1ccccc1C(F)(F)F)c1ccc(Br)o1 | 0.7% | -7.7% | 2.8 | 31 | i | -39.3 | -6.1% | 16.9% | 10.9% | -17.1% | 18.1 | 2.9
CCOC(=O)c1c(C)[nH]c(C)c1C(=O)CSc1nc2ccccc2c(=O)n1-c1ccc(Cl)cc1 | 1.9%[50 µM] | 8.7% | 11.2 | 65 | i | 12.6 | 0.6% | 10.1% | -9.1% | u | 33.9 | 6.8
O=C(NC1CCCCCC1)c1ccc(CS(=O)(=O)Cc2ccc(F)cc2)o1 | 3.5% | 0.1% | 0.1 | 60 | x | x | 4.9% | 0.8% | -9.9% | 10.1% | x | x
Nc1nnnn1/N=C/c1ccc(Cl)cc1 | 0.0% | -4.8% | -1.8 | 100 | x | x | -3.9% | 10.3% | 1.0% | 1.7% | x | x
COc1ccc(CNC(=O)CC2C(=O)NCCN2CC(C)(C)C)c(OC)c1 (centres undefined) | 0.0% | -8.9% | 3.3 | 74 | i | 7.5 | 0.9% | 3.3% | -0.7% | -6.8% | 11.5 | -4.7
O=C(O)C1C(C(=O)Nc2ccc(Cl)cc2)C2C=CC1C21CC1 (centres undefined) | 0.2% | -6.1% | 0.4 | 75 | i | -13.8 | 9.4% | 4.6% | 7.3% | u | 14.7 | 2.5 | NS5 inhibitors pilot replicate=-1.5
N#C/C(=C\c1cc([N+](=O)[O-])c(N2CCCCC2)cc1N1CCCCC1)c1nn(-c2ccccc2)c(N)c1C#N | 1.3% | -1.8% | 2.2 | 62 | i | -6.7 | -8.1% | 9.2% | 13.0% | 24.9% | -8.5 | 10.6
CCc1ccccc1NC(=O)CSc1nc(-c2ccccc2)nn1C(=O)c1cccc([N+](=O)[O-])c1 | x | 1.8% | 0.3 | 86 | i | -27.5 | x | 5.9% | 5.4% | -1.0% | -15.4 | -13.7
COC(=O)C1CCN(Cc2cn(-c3ccccc3)nc2-c2ccc3c(c2)OCO3)CC1 | 3.7% | -5.3% | 1.5 | 55 | i | 1.5 | 0.0% | -1.9% | 5.6% | 23.2% | 23.1 | 7.9
COc1cc(NC(=S)N(C)C)c(OC)cc1Cl | x | -0.2% | -1.4 | 43 | x | x | x | 1.3% | -3.6% | -13.4% | x | x
Cc1ccccc1NS(=O)(=O)c1ccc(C(=O)NCC(c2ccco2)N(C)C)cc1 (centres undefined) | 1.7% | x | -1.4 | 60 | x | x | -5.2% | -1.8% | x | x | x | x
Cn1c(SCC(=O)N2CCN(S(=O)(=O)c3ccccc3)CC2)nc2ccccc21 | -0.9% | 5.4% | -0.4 | 47 | i | 5.2 | -4.0% | 1.9% | -5.5% | -5.8% | 35.5 | 25.9
Cc1nc(-c2ccccc2)sc1-c1ccn[nH]1 | 0.7% | -8.5% | -1.3 | 36 | i | 2.3 | 0.8% | 5.2% | -1.4% | 5.4% | 15.2 | 26.1
CN(C(=O)CSc1nnc(-c2ccccc2F)o1)c1ccccc1 | 1.2%[50 µM] | x | -0.8 | 63 | x | x | 2.9% | 1.9% | x | x | x | x
Cc1ccc(NC(=O)c2ccc(NCc3ccco3)c([N+](=O)[O-])c2)cc1Cl | 2.4% | 0.3% | 18.5 | 46 | + | 30.9* | -18.6% | 3.8% | 33.5% | 5.6% | -0.3 | 2.9
COc1ccc(CNc2ncccc2[N+](=O)[O-])cc1 | 0.2% | -7.5% | -0.5 | 79 | x | x | -3.3% | 0.0% | 6.0% | -1.8% | x | x
COCCn1nnnc1C(c1ccccn1)N1CCN(c2cc(Cl)ccc2C)CC1 (centres undefined) | 9.1% | -7.3% | -0.3 | 50 | i | -7.2 | 2.4% | 4.7% | 4.0% | 5.6% | 8.9 | 7.1
Cc1ccc(C(=O)Nc2nnc(C)s2)o1 | 0.1% | -5.3% | -0.1 | 54 | i | -6.1 | -7.0% | -1.1% | -7.5% | -7.3% | 14.7 | 12.7
CC(C)N1CCC(N2CCN(Cc3cc4c(cc3Cl)OCO4)CC2CCO)CC1 (centres undefined) | -1.7% | -6.7% | 0.2 | 52 | i | -16.8 | -0.7% | -1.1% | 12.3% | 25.6% | -7.1 | -16.5
O=c1c2ccccc2sn1-c1cc(S(=O)(=O)N2CCOCC2)ccc1N1CCOCC1 | 0.7% | -4.5% | -0.6 | 48 | i | -5.0 | -47.2% | -1.4% | 6.4% | -38.8% | 1.8 | 0.2
Clc1cccc(CN2CCCCCCC2)c1Cl | 1.8% | 1.3% | 0.4 | 44 | i | -0.4 | 0.4% | 0.2% | 18.3% | 1.6% | -9.8 | 5.0
